# BLM inh: blocks DNA unwinding by human BLM helicase; recombinant BLM DNA unwinding, fluorescence dequenching; Potency, µM (highest dose often 56.1 µM), without a hit: at the top dose activity change, negative = inhibition, usual class: inhibitors; 350,000 compounds, 0.2% hits;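 note: potency is the fitted concentration of half-maximal effect; plate controls were vehicle for no effect and no enzyme for full effect; nearly all actives have a fitted effect of over 35% in size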
# Anesthetic bind: candidate novel general anesthetic via apoferritin binding; P02791; apoferritin/1-aminoanthracene competitive binding, fluorescence; Potency, µM (titrated, usually from 77.5 µM), for the others: at the highest dose activity change, negative = displacement, most hits filed as inhibitors; 350,000 compounds, 0.074% hits; AID 485281; note: potency is the fitted concentration of half-maximal effect; % is set by controls: 0 for no effect and ±100 for the full control effect; nearly all actives have a fitted effect of over 20% in size
#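 Horse-spleen apoferritin (10 uM) in 50% saturated 1-aminoanthracene in PBS was incubated 10 min at room temperature with compound. Fluorescence (ex 380, em 535 nm) was normalized to free and bound 1-AMA, with concentration-response fitted by a four-parameter Hill equation.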
# TRHR agonist: TRH receptor (human) agonism; TRHR cells, calcium flux fluo-8, FDSS agonist mode; activation, % at 2 µM; 360,000 compounds, 0.18% hits; AID 493084; in the data active = activation above about 30%; note: 0% is about no effect
#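 Steps: seed TRHR cells overnight; add fluo-8 no-wash Ca dye, RT 30 min–1.5 h; record 10 s baseline; pin-transfer compounds; monitor fluorescence 1 cycle/s for the agonist window. Calcium increases flag candidate agonists.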
# POLK inh: inhibitors of human DNA polymerase kappa. Q9UBT6. purified Pol kappa, fluorescent DNA synthesis assay, 10 min. Potency, µM (titrated, usually from 107 µM), without a hit: at the highest dose activity, negative = inhibition, most hits filed as inhibitors. 400,000 compounds, 0.53% hits; note: potency is the fitted concentration of half-maximal effect; % is set by controls: 0 for no effect and ±100 for the full control effect
#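 Kinetic fluorescence screen: compound preincubated 15 min RT with 10 nM enzyme; 50 nM substrate (final) initiates; reads at 0/10 min.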
# 12-LOX inh: inhibitors of human 12S-lipoxygenase ALOX12; P18054; purified 12hLO, xylenol orange hydroperoxide absorbance; Potency, µM (highest dose often 108 µM), without a hit: at the highest dose activity change, negative = inhibition, usual class: inhibitors; 580,000 compounds, 1.1% hits; note: potency is the fitted concentration of half-maximal effect; % is set by controls: 0 for no effect and ±100 for the full control effect
#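 Purified human 12hLO (150 nM final) in 25 mM Hepes, 0.01% Triton X-100, pH 7.0 was preincubated 15 min at room temperature with compound. Then 40 uM arachidonic acid was added, 30 min. Hydroperoxide was read by Fe-XO absorbance ratio 573/405 nm.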
# Pol iota inh: DNA polymerase iota (human) inhibition. Pol iota fluorescent replication assay, 10 min. Potency, µM (doses to about 115 µM), for the others: top-dose activity, negative = inhibition, usual class: inhibitors. 390,000 compounds, 1% hits. AID 588590; note: potency is the fitted concentration of half-maximal effect
# Target sequence (Q9UNA4 whole entry, looked up): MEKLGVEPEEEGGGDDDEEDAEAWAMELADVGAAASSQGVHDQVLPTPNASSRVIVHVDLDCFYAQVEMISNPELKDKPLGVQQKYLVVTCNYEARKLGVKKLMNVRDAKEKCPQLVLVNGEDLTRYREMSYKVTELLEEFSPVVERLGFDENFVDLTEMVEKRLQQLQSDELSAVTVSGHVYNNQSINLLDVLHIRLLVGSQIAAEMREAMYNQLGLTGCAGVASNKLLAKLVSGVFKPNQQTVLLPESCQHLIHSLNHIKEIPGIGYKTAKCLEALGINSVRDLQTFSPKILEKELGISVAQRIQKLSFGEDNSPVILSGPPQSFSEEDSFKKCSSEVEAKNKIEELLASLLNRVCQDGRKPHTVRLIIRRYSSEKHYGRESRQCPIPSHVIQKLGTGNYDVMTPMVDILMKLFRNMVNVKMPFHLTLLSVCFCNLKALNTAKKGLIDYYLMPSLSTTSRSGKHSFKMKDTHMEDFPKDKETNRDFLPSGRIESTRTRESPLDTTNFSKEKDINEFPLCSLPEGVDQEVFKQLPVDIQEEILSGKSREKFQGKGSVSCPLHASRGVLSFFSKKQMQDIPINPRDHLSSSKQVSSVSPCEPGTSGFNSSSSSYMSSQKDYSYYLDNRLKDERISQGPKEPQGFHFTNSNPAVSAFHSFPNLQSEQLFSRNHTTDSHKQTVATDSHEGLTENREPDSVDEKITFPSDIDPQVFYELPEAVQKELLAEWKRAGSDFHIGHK
#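 Pol iota at 10 nM preincubated 15 min with compounds at room temperature; reaction started with fluorescent substrate, 50 nM final. Fluorescence read kinetically at 0 and 10 min; buffer-only wells as negative control.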
# POLB inh: inhibitors of human DNA polymerase beta; Pol beta primer extension/strand displacement, fluorescence kinetic; AID 485314; P06746; Potency, µM (doses to about 114 µM), without a hit: at the top dose activity change, negative = inhibition, hits mostly inhibitors; 340,000 compounds, 1.3% hits; note: potency is the fitted concentration of half-maximal effect; % is set by controls: 0 for no effect and ±100 for the full control effect
#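 Human Pol beta at 10 nM; strand-displacement substrate 50 nM final. Compound exposure 15 min at room temperature before start, reaction 10 min at room temperature.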
# APEX1 inh: blocks human APE1 abasic DNA cleavage. Potency, µM (highest dose often 65.8 µM), without a hit: at the top dose activity change, negative = inhibition, usual class: inhibitors. 350,000 compounds, 0.35% hits. P27695. recombinant APE1, TAMRA/BHQ-2 abasic DNA cleavage fluorescence;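 note: potency is the fitted concentration of half-maximal effect; plate controls were vehicle for no effect and reference inhibitor for full effect; nearly all actives have a fitted effect of over 55% in size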
# Target sequence (P27695 whole entry, looked up): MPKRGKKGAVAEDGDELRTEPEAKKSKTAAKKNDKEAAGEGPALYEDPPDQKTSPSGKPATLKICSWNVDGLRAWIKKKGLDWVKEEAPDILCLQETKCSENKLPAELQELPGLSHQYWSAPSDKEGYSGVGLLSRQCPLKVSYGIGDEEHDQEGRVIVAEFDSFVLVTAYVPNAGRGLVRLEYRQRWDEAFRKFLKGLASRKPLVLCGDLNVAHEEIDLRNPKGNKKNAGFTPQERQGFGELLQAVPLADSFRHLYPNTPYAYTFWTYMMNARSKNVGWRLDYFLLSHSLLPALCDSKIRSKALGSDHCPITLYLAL
#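 Kinetic fluorescence read (525 ex/598 em nm, three reads 60 s apart) of AP-site incision; signal = third minus first read. Enzyme 0.75 nM, dual-labelled THF duplex 50 nM, compound preincubation 15 min RT.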
# ERG Ets-DNA blk: blocks human ERG Ets domain binding to DNA; fluorescence polarization, His-ERG Ets domain / labelled DNA; Potency, µM (highest dose often 76.9 µM), for the others: at the top dose FP activity, negative = inhibition, most hits filed as inhibitors; 370,000 compounds, 0.028% hits; AID 624246; active = well fitted inhibition curve with a large enough effect in the polarisation, with a control signal flat; inconclusive = small, poorly fitted or top-dose-only effect, or effect the other way, or a change in a side signal; inactive = no such curve, though single readings can be large or run the other way; the % refers to the polarisation;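 note: polarization taken with two DNA probes labelled with fluorescein and Texas red; potency is the fitted concentration of half-maximal effect; % of control where 0% means no effect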
#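 His-tagged ERG Ets domain (1 uM in the protein solution; 300mM KCl, 50mM Tris-HCl, 1mM EDTA, 1mM DTT, pH 7.5) received compound, then a probe mix of 5 nM fluorescein-DNA and 100nM Texas-615-DNA. Fluorescence polarization was read for both dyes.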
# An asterisk follows results filed as active; ? = inconclusive; . = not tested or not shown; & = joins results of further samples; [ ] = remark or other dose. Unless noted, calls come from the whole dose curve; as a rule, active = well fitted curve in the direction sought with a large enough effect; inconclusive = small, poorly fitted or top-dose-only effect, or another doubt; inactive = no such curve, though single readings can be large; an effect the other way counts as inactive or inconclusive. The list is partial. The share of hits here may be higher or lower than overall.
# Each structure is followed by: BLM inh	Anesthetic bind	TRHR agonist	POLK inh	12-LOX inh	Pol iota inh	POLB inh	APEX1 inh	ERG Ets-DNA blk
> N#Cc1ccc(NC2=NS(=O)(=O)c3ccccc32)cc1
    0.1%	-1.6%	-0.5	3.4%	-16.3%	-8.1%	18.8%	.	-0.7%
> Cc1cccc(N2CCN(S(C)(=O)=O)CC2)c1C
    -4.2%	-11.2%	-0.8	-24.6%	-28.3%	-3.8%	-1.3%	0.8%	-9.8%
> Cc1ccc(NC(=O)CC2=NC(=O)C(CC(=O)Nc3ccccc3F)S2)cc1 (centres undefined)
    -3.6%	4.0%	0.3	-2.1%	-12.1%	36.2%	1.5%	-0.5%	2.2%
> Cc1ccc(NC(=O)CN(Cc2ccccc2)S(=O)(=O)c2ccc3nc(C)sc3c2)c(C)c1
    -1.0%	-4.4%	0.3	0.0%	2.3%	3.9%	-8.2%	.	-0.8%
> O=C(c1cccc(N2C(=O)C3C4C=CC(C4)C3C2=O)c1)N1CCCCCC1 (centres undefined)
    0.4%	-6.9%	0.0	-1.0%	124.4%[activator]	13.1%	5.3%	-1.5%	-0.1%
> CC(C)NC(=O)c1ccc2c(c1)N(Cc1ccccc1)C(=O)C(C)(C)O2
    -3.9%	-9.6%	-1.4	3.9%	0.0%	1.6%	22.0%	24.8%	6.9%
> CCN(CC)c1ccc(NC(=O)c2cc3c(OC)cccc3[nH]2)cc1
    -15.3%	-0.9%	0.2	-7.0%	0.0%	138.0%[activator]	27.1%	-17.7%	7.6%
> COc1ccc(C(=O)/C=C/Sc2nc3ccccc3o2)cc1
    -4.4%	-9.6%	2.0	-16.7%	?	?	-8.6%	?	5.0%
> C#CC[N+](C)(C)CCN1C(=O)C2C(c3ccccc3)C=CC(c3ccccc3)C2C1=O (centres undefined)
    -7.3%	-7.9%	0.2	-13.1%	-16.3%	44.0%[activator]	-6.3%	2.7%	-6.1%
> CCc1ccc(-n2nc(C)c3c(C)cc(=O)n(CC(=O)Nc4ccc(C(C)=O)cc4)c32)cc1
    -5.8%	1.7%	0.4	8.9%	-7.7%	-3.1%	5.8%	.	-1.6%
> CCN1CCN(C(c2ccccc2Cl)c2c(O)cc(C)n(CCOC)c2=O)CC1 (centres undefined)
    -0.1%	?	-0.5	-1.8%[60.1 µM]	10.0%	16.7%	15.1%	.	-6.8%
> CN(c1ccccc1)C(c1ccc(F)cc1)c1nnnn1C1CCCC1 (centres undefined)
    -10.2%	-6.0%	-0.2	-16.2%	-1.3%	4.2%	-12.4%	-2.5%	-5.0%
> COc1ccc(OCCNC(=S)Nc2cccc3ccccc23)cc1
    -9.9%	5.2%	0.3	-9.3%	?	-16.5%[58.9 µM]	-14.5%	-2.1%	-2.9%
> CCOC(=O)c1cc2c(=O)n3ccccc3nc2n(CCOC)c1=NC(=O)C(C)(C)C
    0.0%	175.1%[activator]	-0.5	-3.7%	20.8%	32.1%[activator]	8.7%	2.9%	-2.4%
> Nc1cc(C(=O)O)ccc1Nc1ccccc1
    -1.3%	5.0%	0.5	-5.7%	-8.6%	-4.4%	5.2%	-2.7%	-1.8%
> COc1ccc2c(CNCc3ccc(Cl)cc3)c(C(=O)O)n(Cc3ccccc3C)c2c1
    -3.1%	-3.8%	-0.1	-10.5%	-1.3%	15.9%	-5.1%	.	-4.9%
> Oc1ccc(-c2nc3ccccn3c2NCc2ccc3c(c2)OCO3)cc1
    -6.6%	21.5%	3.1	-3.9%	70.7%	9.5%	0.1%	?	7.0%
> COc1ccc(C2CC(c3ccccc3)Oc3cc4c(cc32)OCO4)cc1 (centres undefined)
    -8.7%&-4.6%	-2.3%&-5.7%	.	-2.2%&-41.4%	.	?	.	-3.5%&-4.0%	.
> Cc1ccc(C=Nc2ccccc2C#N)s1
    2.1%	-0.3%	0.1	-4.3%	-16.2%	8.5%	12.3%	3.4%	-2.6%
> COc1ccc(-c2oc(/N=C/N3CCOCC3)c(C#N)c2-c2ccc(OC)cc2)cc1
    -15.6%	-0.9%	-0.7	0.3%	0.0%	17.0%	4.0%	1.5%	-0.7%
> O=S(=O)(c1ccc2nc(N3CCN(c4cccc(Cl)c4)CC3)ccc2c1)N1CCCCC1
    -0.8%	3.0%	0.3	-13.7%	-26.0%	-5.5%	2.1%	.	1.9%
> CN1CC(=O)N2C(c3ccc(Cl)cc3)c3[nH]c4ccccc4c3C[C@H]2C1=O (some centres undefined)
    -6.1%	-6.2%	1.4	-1.4%	114.9%[activator]	4.2%	19.9%	-10.4%	-15.1%
> CNC(=O)NC(=O)C(OC(=O)c1cccc(S(=O)(=O)N2CCCCC2)c1)c1ccccc1 (centres undefined)
    6.4%	2.7%	0.9	-11.6%	-14.6%	4.1%	-1.6%	17.1%	-6.2%
> COc1ccc(C(CNC(=O)c2ccc(C)c(S(=O)(=O)N3CCOCC3)c2)N2CCCC2)cc1 (centres undefined)
    .	.	.	5.2%	48.4%[activator]	24.6%	.	.	-3.6%
> O=S(=O)(NC1c2cccc3cccc(c23)C1N1CCNCC1)c1ccc(Cl)cc1 (centres undefined)
    -9.5%	-8.8%	1.1	0.5%	3.8%	69.9%[activator]	15.7%	16.1%	7.6%
> COCCNC(=O)COC(=O)/C=C/c1c(C)nn(Cc2ccc(Cl)cc2Cl)c1Cl
    -6.9%	-10.6%	-0.1	2.8%	32.1%[activator]	2.5%	-13.0%	-2.7%	15.6%
> CCN1CCN(c2ccc(S(=O)(=O)N3CCCCC3)cc2NC(=O)/C=C/c2ccc(OC(F)F)cc2)CC1
    .	.	1.4	-13.7%	?	-3.4%	.	-13.5%	6.0%
> CC1CC(C)(C)NC(=S)N1CCCC(=O)NCc1ccccc1 (centres undefined)
    -5.8%	-0.7%	1.0	-4.7%	-4.6%	73.3%[activator]	-0.8%	-4.2%	-3.1%
> Nc1nc(SCc2ccccc2Cl)[nH]c(=O)c1-c1ccccc1
    2.0%	-6.2%	-0.2	-8.1%	?	?	23.3%	13.9%	-1.3%
> Cc1ccccc1C(=O)OCc1cc(=O)n2nc(C(C)C)sc2n1
    1.3%	-18.1%	0.1	-23.2%	?	15.6%	-20.5%	.	-8.4%

# Record cards (already shown). Order of values: BLM inh | Anesthetic bind | TRHR agonist | POLK inh | 12-LOX inh | Pol iota inh | POLB inh | APEX1 inh | ERG Ets-DNA blk
# `COCCNC(=O)COC(=O)/C=C/c1c(C)nn(Cc2ccc(Cl)cc2Cl)c1Cl` is listed as -6.9% | -10.6% | -0.1 | 2.8% | 32.1%[activator] | 2.5% | -13.0% | -2.7% | 15.6%
# `Cc1ccccc1C(=O)OCc1cc(=O)n2nc(C(C)C)sc2n1` is listed as 1.3% | -18.1% | 0.1 | -23.2% | ? | 15.6% | -20.5% | . | -8.4%
# `O=C(c1cccc(N2C(=O)C3C4C=CC(C4)C3C2=O)c1)N1CCCCCC1` (centres undefined) is listed as 0.4% | -6.9% | 0.0 | -1.0% | 124.4%[activator] | 13.1% | 5.3% | -1.5% | -0.1%

# (more compounds)
# Each structure is followed by: BLM inh	Anesthetic bind	TRHR agonist	POLK inh	12-LOX inh	Pol iota inh	POLB inh	APEX1 inh	ERG Ets-DNA blk
> COc1cc(C(=O)Nc2ccc3nc(SCc4ccc(C)cc4)sc3c2)cc(OC)c1OC
    -0.7%	1.9%	-1.0	3.8%	-4.0%	24.5%	1.7%	.	1.3%
> Cc1cc(Cn2nc(-c3ccccc3)cc2C(=O)NCc2cccs2)on1
    .	.	0.0	10.3%	-12.2%	2.0%	.	-8.2%	-4.4%
> O=C1C(c2ccc(F)cc2)N(CCc2ccc(Cl)cc2)C(=O)CN1C1CCCCCC1 (centres undefined)
    1.4%	41.5%[activator]	-0.1	-2.1%[60.1 µM]	3.6%	-6.7%	7.4%	.	-3.8%
> O=C(Nc1ccccc1)c1nc[nH]c1C(=O)N1CCN(c2ccccc2)CC1
    .	.	-0.7	8.1%	14.7%	-3.9%	.	1.2%	-8.6%
> COC(=O)C(NC(=O)C(NC(=O)C1CCC(C)CC1)C(C)C)C(C)C (centres undefined)
    .	.	.	-12.2%	1.0%	-15.4%	.	.	8.3%
> CN(C)S(=O)(=O)c1ccc(NC(=O)C2COc3ccccc3O2)cc1 (centres undefined)
    -10.0%	2.1%	-1.3	-4.1%	322.6%[activator]	-18.0%	-14.2%	-3.2%	2.5%
> CCc1cccc(NC(=O)Cn2c(=O)n(-c3ccccc3C)c(=O)c3c2c2cc(C)ccc2n3C)c1
    -6.3%	-10.7%	-0.2	5.5%	0.0%	7.1%	87.3%	.	-0.9%
> COc1ccc(CNC(=O)OCc2nccnc2C(=O)Nc2ccc(Br)cn2)cc1
    -1.0%	-4.3%	0.6	-13.9%	0.0%	14.6%	-21.3%	7.3%	0.7%
> NC(=S)Nc1ccc(Cl)c(Cl)c1
    -0.7%	2.3%	0.6	-6.9%	?	42.3%[activator]	1.5%	1.2%	-0.2%
> N#C/C(=C\c1ccccc1)C(=O)N1CCN(c2ccccc2F)CC1
    -5.6%	5.4%	-0.2	-1.6%	-10.1%	21.2%	17.8%	26.4%	0.5%
> c1ccc2c(COn3nnc4ccccc43)cccc2c1
    -5.6%	?	0.5	-8.6%	-5.9%	3.9%[58.9 µM]	-17.4%	5.4%	-5.4%
> Cc1ccc(Cn2cc(/C=N/Nc3ccc([N+](=O)[O-])cn3)c3ccccc32)cc1
    -1.3%	-2.0%	5.2	-17.9%	-6.2%	-19.8%	3.8%	3.3%	2.5%
> COc1cc(NC(=O)C23CC4CC(C2)CC(n2cnc([N+](=O)[O-])n2)(C4)C3)cc(OC)c1
    -6.7%	-18.1%	-0.5	-5.1%	-4.9%	11.6%	-19.8%	1.8%	.

# From PubChem
